Screens: PubChem, several laboratories
HEK293 NFkB inh: lowers PMA/ionomycin-induced NF-kB signal in HEK293 cells | HEK-293 NF-kB luciferase reporter, luminescence | inhibition, % at 3 µM | hit rate 0.21% among 62,000;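 active = inhibition above the mean of all tested compounds plus 3 SD, cut at about 40% in these data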;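 note: 0% = stimulated DMSO wells and 100% = 10 µM reference inhibitor 5653914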
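Timing: 1 h pretreatment, 16 h stimulation, 37 °C; system: HEK-293 cells with stable firefly luciferase reporter driven by four HIV NF-kB elements; doses: 3 µM once, 0.30% DMSO; measured by: luciferase luminescence; control set: DMSO and 10 µM reference inhibitor; repeats: single test; reagent: PMA plus ionomycin mix as NF-kB-activating stimulus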
5-HT1A blocker: 5-HT1a (human) receptor antagonism | hit rate 0.68% among 62,000 | CHO 5-HT1a Ga15 NFAT-bla reporter, antagonist mode | AID 612 | inhibition, % at 10 µM | P08908;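 active = inhibition above the mean of all tested compounds plus 3 SD, cut at about 43% in these data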;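 note: receptor stimulated by 5-CT agonist at 100 nM near EC80; beta-lactamase reporter measured by ratiometric fluorescence of a cleavable substrate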
5HT1E antag: blocks the human 5-HT1E serotonin receptor | P28566 | CHO 5-HT1E Ga15 NFAT-bla reporter, FRET, antagonist | inhibition, % at 6 µM | hit rate 0.99% among 65,000 | AID 571;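 active = inhibition above a set limit, the mean inhibition across every tested compound plus 3 SD, cut at about 29% in these data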;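 note: signal is the 460 over 535 nm emission ratio of beta-lactamase substrate; 0% = agonist plus DMSO wells and 100% = wells without agonist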
HTR1E agonist: 5-HT1E (human) receptor agonism. hit rate 0.69% among 65,000. AID 574. activation, % at 6 µM. P28566. CHO 5-HT1E Ga15 NFAT-bla reporter, FRET; 0% DMSO wells, 100% control agonist wells;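 active = activation above a set limit, the screen-wide mean activation plus 3 SD, cut at about 8.5% in these data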;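 note: 100% = positive control agonist at 1 µM giving full maximal response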
D1 allo mod: allosterically modulates the human D1 dopamine receptor | hit rate 5.9% among 58,000 | AID 641 | HEK293 D1, CRE-luciferase, dopamine EC30 potentiation; actives deviate in either direction | B-score at 10 µM;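 active = luminescence count or its row- and column-corrected plate score outside the 99.7% band of the plate's sample wells, on either side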
Target sequence (P21728 whole entry, looked up): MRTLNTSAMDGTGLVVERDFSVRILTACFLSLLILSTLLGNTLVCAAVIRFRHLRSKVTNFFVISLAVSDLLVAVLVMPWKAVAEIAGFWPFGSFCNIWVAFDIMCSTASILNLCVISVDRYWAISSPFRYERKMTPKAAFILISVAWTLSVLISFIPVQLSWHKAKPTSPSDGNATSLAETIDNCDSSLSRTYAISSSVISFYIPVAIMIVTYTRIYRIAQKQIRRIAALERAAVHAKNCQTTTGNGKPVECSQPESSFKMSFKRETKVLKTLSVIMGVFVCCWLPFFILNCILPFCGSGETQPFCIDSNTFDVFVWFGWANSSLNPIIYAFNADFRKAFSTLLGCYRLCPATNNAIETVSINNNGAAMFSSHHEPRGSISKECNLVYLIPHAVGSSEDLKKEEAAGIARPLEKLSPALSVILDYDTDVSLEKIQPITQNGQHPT
S1P1 ag-PAM: S1P1 (human) agonism or agonism potentiation; P21453; S1P1 CRE-bla cells, forskolin, beta-lactamase FRET, potentiator mode; S1P1 agonist co-added at EC20, 2 nM; 100% = saturating reference agonist, 0% = basal; activation, % at 9.5 µM; hit rate 0.57% among 56,000; AID 449;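 active = activation above a cutoff set at the mean activation of all tested compounds plus 3 SD, cut at about 54% in these data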;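 note: forskolin at 4 µM as EC80 and the EC20 agonist is SEW2871; 100% = SEW2871 at its EC100 plus forskolin at EC80; some compounds past the cut are filed as inactive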
S1P3 agonist: agonists of human S1P3 receptor | S1P3 NFAT-BLA reporter cells, agonism, FRET ratio; relative to 1 µM S1P, basal subtracted | hit rate 0.1% among 60,000 | activation, % at 4.5 µM;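 active = activation above the screen-wide mean plus 3 SD, cut at about 4.5% in these data, passing the limit was not always enough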; note: some compounds called inactive have numbers as strong as hits
Target sequence (Q99500 whole entry, looked up): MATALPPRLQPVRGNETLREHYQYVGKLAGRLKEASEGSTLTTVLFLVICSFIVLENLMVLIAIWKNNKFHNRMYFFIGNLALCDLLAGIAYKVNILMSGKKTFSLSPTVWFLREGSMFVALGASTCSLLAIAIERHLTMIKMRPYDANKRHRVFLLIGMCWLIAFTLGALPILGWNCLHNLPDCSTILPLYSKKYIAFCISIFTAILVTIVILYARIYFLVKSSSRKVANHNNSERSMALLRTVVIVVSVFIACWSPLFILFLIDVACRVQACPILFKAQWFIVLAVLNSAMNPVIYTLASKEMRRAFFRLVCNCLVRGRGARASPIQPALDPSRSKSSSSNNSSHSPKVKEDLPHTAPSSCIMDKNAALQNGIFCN
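Assay system: CHO cells stably expressing human S1P3, Gα16 and NFAT-β-lactamase reporter. Timing: overnight plating, 4 h compound 37 °C, 2 h substrate RT. Signal: β-lactamase FRET emission ratio 460/535 nm. Measure: percent activation versus median 1 µM S1P response, basal-subtracted, per plate. Repeats: primary screen single test, confirmation screen in triplicate.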
HTR1A agonist: 5-HT1a (human) receptor agonism | activation, % at 10 µM | CHO 5-HT1a Ga15 NFAT-bla reporter, FRET ratio; 0% basal, 100% maximal reference agonist | AID 567 | hit rate 0.56% among 65,000;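 active = activation above the screen-wide mean activation plus 3 SD, cut at about 19% in these data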;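 note: 0% = DMSO wells and 100% = 5-CT at EC100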
Jurkat viability: cytotoxic compounds reducing Jurkat cell viability; Jurkat E6.1 viability, ATP luminescence, 48 h; inhibition, % at 4 µM; hit rate 1.2% among 56,000; AID 463;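 active = inhibition above the mean inhibition of all tested compounds plus 3 SD, cut at about 28% in these data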
An asterisk follows results filed as active; nt = no result given.

no.	SMILES	HTR1E agonist	S1P1 ag-PAM	D1 allo mod	Jurkat viability	5-HT1A blocker	HEK293 NFkB inh	S1P3 agonist	5HT1E antag	HTR1A agonist
1	CCCc1nc(SCc2cccnc2)c2c(=O)n(C)c(=O)n(C)c2n1	0.2	-15	nt	3	-1	4	0.1	15	1.9
2	CCOCCCNC(=O)C1CCCCN1S(=O)(=O)c1ccc(F)cc1 (stereo not drawn)	-0.4	10	nt	-11	-12	1	0.9	8	0.7
3	c1cnc2c(SCc3ccc(-c4nnco4)cc3)cccc2c1	-0.2	-12	5.3*	3	8	0	-0.8	17	2.1
4	CC(NC(=O)c1noc2c1CCCC2)c1ccccc1 (stereo not drawn)	2.0	-6	-0.25	10	0	10	-1.1	8	-3.5
5	CCc1ccc(NC(=O)C(C)Nc2ccc(S(=O)(=O)NC(C)=O)cc2)cc1 (stereo not drawn)	-0.1	-5	nt	-2	3	7	-0.7	12	-1.9
6	COC(=O)c1ccc(-c2nc(O)c3cnccn23)cc1	0.1	9	-0.66	-2	2	1	0.6	-3	-2.6
7	O=C(Nc1nccs1)c1c(O)c2cccc3c2n(c1=O)CCC3	0.2	-9	-0.014	-2	-5	11	-1.3	-2	-0.9
8	CCOC(=O)c1cc(CNC(=O)c2c(C)oc3c2CCCC3)c(C)o1	0.2	-5	2	6	6	30	-1.1	-1	-1.8
9	CC1CN(Cc2nc3c(c(=O)n(C)c(=O)n3C)n2CC(=O)c2ccccc2)CC(C)O1 (stereo not drawn)	0.1	12	0.084	0	16	26	-0.7	8	-2.6
10	Cc1ccc(NC(=O)C2CC=CCC2C(=O)N2CCCCC2)cc1 (stereo not drawn)	-1.1	0	0.35	-3	-9	18	1.1	13	-1.7
11	O=C(CN(Cc1ccc2c(c1)OCO2)C(=O)CSc1nc2ccccc2o1)NC1CCCCC1	-0.8	4	-0.022	13	26	-3	-0.3	20	-0.9
12	CCOC(=O)N1CCN(C(=O)C2CC(c3cc(OC)ccc3OC)=NO2)CC1 (stereo not drawn)	0.1	1	-0.076	-5	0	14	1.5	-5	-1.6
13	CC1(C)CC(=O)CC(C)(C)N1OC(=O)c1ccncc1	-0.2	8	-0.18	1	1	4	-1.0	1	-3.4
14	C=CC(O)Cc1c(C)n[nH]c1C (stereo not drawn)	0.1	-1	nt	nt	nt	nt	-3.1	6	0.5
15	CCN1C(=O)C2(C(C#N)=C(N)Oc3cc(C)oc(=O)c32)c2ccccc21 (stereo not drawn)	-1.1	nt	-0.017	nt	5	10	nt	-4	-0.1
16	Cc1ccc(-n2c(Cc3cccn3C)nnc2SCC(=O)NCc2ccco2)cc1	-0.6	-39	-0.0042	-3	-24	13	-0.8	-6	-2.1
17	N#Cc1ccccc1OCC(=O)OCC(=O)c1ccc2c(c1)NC(=O)CO2	0.7	nt	0.03	nt	6	9	nt	-2	-1.7
18	CCCCCCn1c(N2CCC(C(N)=O)CC2)nc2c1c(=O)n(C)c(=O)n2C	1.0	10	-0.5	-4	-7	15	-0.1	5	1.6
19	CC(C)(C)/C(O)=C(/C#N)c1nc2ccccc2[nH]1	-0.9	nt	0.38	nt	6	20	nt	-1	0.1
20	CCOC(=O)c1cccc(NC(=O)CCNS(=O)(=O)c2ccc3c(c2)CCN3C(=O)CC)c1	-0.4	-5	0.1	2	-7	15	-0.3	-7	-2.2
21	CCN(CC)CCOC(=O)c1ccc(NC(=O)COc2cc(=O)n(CC)c3ccccc23)cc1	1.3	-9	-0.93	-2	-13	5	-0.3	5	-4.3
22	COCCCn1c(SCC(=O)N2CCCCC2C)nnc1-c1ccco1 (stereo not drawn)	0.7	1	nt	-8	-2	9	-1.4	1	-1.0
23	CCC(C)(C(=O)NC1CCCC1)N(CC1CCCO1)C(=O)c1ccc2c(c1)OCO2 (stereo not drawn)	-0.6	4	-0.25	-4	12	16	-0.5	-7	-1.8
24	O=C(CSc1nc(-c2ccc(F)cc2)cs1)N1CCN(C(=O)c2ccco2)CC1	-0.4	-19	-0.0078	3	-7	1	-0.3	6	-0.5
25	COC(=O)c1cc(OC)c(OC)cc1NC(=O)CCc1ccc(C)o1	-0.4	5	0.02	-6	20	6	-0.1	-4	-2.6
26	Cc1nnc(NC(=O)C2CCCN(S(=O)(=O)Cc3ccccc3)C2)s1 (stereo not drawn)	-8.3	nt	-0.32	nt	1	22	nt	-6	-1.7
27	O=C(CCN1CCN(C(=O)c2ccco2)CC1)Nc1ccc(F)cc1	0.4	-1	-0.22	-16	-9	1	0.3	-8	-1.9
28	Cc1nc2oc3c(NCc4ccccc4)ncnc3c2c2c1COC(C)(C)C2	0.8	-16	8.5*	-3	3	26	-0.8	6	4.3
29	CCOC(=O)C(N)CSC1CC(=O)N(c2ccc(C(=O)OC)cc2)C1=O (stereo not drawn)	-0.1	4	0.32	4	6	13	-0.7	12	-2.3
30	COC(=O)CSC1=C(C#N)C(c2ccc(Cl)cc2)C(C(=O)OC)C(=O)N1 (stereo not drawn)	0.4	14	nt	10	5	3	-1.2	-3	-1.3
31	COc1ccc(CCNC(=O)C2CCCN(Cc3nc(-c4ccccc4C)oc3C)C2)cc1OC (stereo not drawn)	0.4	-29	0.22	-5	-3	-5	0.2	-8	33*
32	Cc1ccc(N2CC(C(=O)Nc3ccccn3)CC2=O)cc1 (stereo not drawn)	-0.5	nt	0.34	4	-7	3	-0.6	-3	-0.9
33	Cc1cc(-c2ccco2)c(C#N)c2nc3ccccc3n12	0.7	nt	1.4	nt	-2	8	nt	10	2.1
34	COC(=O)c1ccccc1NC(=O)CSc1ccccn1	-0.6	-16	3.1	1	6	20	-0.5	-1	-1.1
35	O=C(CCN1C(=O)c2ccccc2C1=O)Nc1ccc(-c2nc3ccccc3o2)cc1	-0.2	-2	0.14	-2	-6	-27	0.3	0	1.0
36	CCOC(=O)c1nn(-c2sc(C(=O)OC)c(C)c2C(=O)OC)cc1O	-0.3	12	-0.019	5	4	1	-0.3	7	4.2
37	COC(=O)c1ccc(C2CC(=O)NC3=C2C(=O)CCC3)cc1 (stereo not drawn)	0.9	-37	-0.14	-6	1	0	-1.0	-3	-4.6
38	COc1ccc(C2(CNC(=O)CCC(=O)O)CCCC2)cc1	0.4	-1	nt	-2	-15	4	-0.1	-1	0.3
39	O=c1[nH]c2cc3c(cc2cc1CN(CC1CCCO1)S(=O)(=O)c1ccc(Cl)cc1)OCCO3 (stereo not drawn)	1.6	-8	nt	0	0	10	-0.8	7	-3.9
40	O=C1C(Cl)=C(Nc2ccccc2O)C(=O)N1c1ccccc1	-1.0	nt	nt	nt	25	10	nt	-18	-0.4
41	O=c1c(-c2ccccc2)c(O)nc2ccccn12	-0.5	-25	-0.021	0	1	4	-0.3	-7	-0.9
42	CCOc1cc(C2c3c(n[nH]c3C)C(=O)N2c2ccc(Br)cc2)ccc1O (stereo not drawn)	0.0	3	-0.094	-3	14	18	-0.9	-12	0.1
43	COP(=O)(/C=C/c1ccccc1)C(O)c1ccc(F)cc1 (stereo not drawn)	0.3	-15	0.38	1	-6	-4	-0.9	-8	-2.4
44	c1ccc(SCc2nc(-c3cccnc3)no2)cc1	1.0	nt	-0.87	-3	-17	-28	0.0	-6	-0.2
45	COc1ccccc1N1CCN(C(=O)Cc2cccs2)CC1	-0.1	-6	0.49	11	14	10	-0.6	13	-1.1
46	COc1ccc2[nH]c(=O)c(CN(CCCN(C)C)C(=O)Nc3ccc(F)cc3)cc2c1	-1.4	-23	-3.7	4	-8	14	0.9	-5	-3.6
47	NC(=O)C1CCN(C(=O)C23CC4CC(CC(C4)C2)C3)CC1	0.9	-52	0.02	5	-10	10	0.5	-8	-4.4
48	CCCc1[nH]nc2c1C1(C(=O)N(CC)c3ccccc31)C(C#N)=C(N)O2 (stereo not drawn)	1.2	-18	3.3	1	-11	-4	0.5	-13	-0.6
49	Cc1ccccc1Cn1nc(C)c(NC(=O)c2cc3n(n2)C(C(F)F)CC(C(F)F)N3)c1C (stereo not drawn)	-1.4	nt	-0.021	-5	0	6	0.3	-9	0.5
50	COc1cccc(Cn2c(NCc3ccccn3)nc3c2c(=O)n(C)c(=O)n3C)c1	0.1	-8	nt	nt	nt	nt	-2.9	4	1.4
51	COc1cc(NC(=O)c2ccc(NS(=O)(=O)c3c(C)noc3C)cc2)cc(OC)c1	-0.3	-16	-2	-1	5	2	-0.2	3	-3.2
52	COc1ccc(Cl)cc1S(=O)(=O)N1CCN(c2ccc(F)cc2)CC1	-1.0	nt	0.62	3	-7	9	-0.2	0	1.1
53	O=C(NCCO)C1(c2ccccc2)CCCC1	-0.5	7	nt	nt	nt	nt	-3.2	12	0.1
54	CCOC(=O)C1=C(C)NC(C)=C(C(=O)OCC)C1c1ccc(O)cc1	1.2	-7	-1.3	-4	-5	15	0.4	-9	0.7
55	Cc1c(Cl)cccc1NC(=O)CC(C(=O)O)C1CCCO1 (stereo not drawn)	-1.4	-17	0.018	5	-3	12	-0.6	-9	-4.3
56	Cn1ccnc1SCC(=O)Nc1ccc(Oc2ccccc2)cc1	-0.1	-22	-0.86	9	3	6	-0.7	-7	-5.2
57	COc1cccc2sc(Nc3nc(C)c(C(C)=O)s3)nc12	2.1	-16	nt	-5	0	-9	-1.1	0	3.0
58	COc1ccc(C(=O)Nc2cc(Cl)cc(Cl)c2)c(OC)n1	-0.4	-7	0.18	5	-3	-1	-1.1	5	-2.1
59	Cc1nc(CCNC(=O)Cc2ccccc2)cs1	0.0	3	nt	-6	-1	7	0.3	2	1.0
60	CCOC(=O)c1c(NC(=O)CSc2nc(C)cc(C)c2C#N)sc(C(C)=O)c1C	0.0	-35	1.6	-4	-6	-7	0.4	0	-2.1

Other results
no.	SMILES	HTR1E agonist	S1P1 ag-PAM	D1 allo mod	Jurkat viability	5-HT1A blocker	HEK293 NFkB inh	S1P3 agonist	5HT1E antag	HTR1A agonist
61	CCC1(C)CC(CC(=O)O)(c2ccccc2OC)CCO1 (stereo not drawn)	0.1	-21	-0.42	-5	-3	0	-0.7	1	-0.1
62	O=C1c2ccccc2C(=O)N1CC1c2ccccc2CCN1S(=O)(=O)c1cnc[nH]1 (stereo not drawn)	0.3	-4	-0.19	4	-10	18	-0.1	-1	-1.2
63	CCOc1nc(-c2ccc(C)cc2)ccc1-c1noc(COC)n1	0.6	-12	-0.41	-5	4	16	0.5	0	3.1
64	CCNC(=O)CCC(=O)Nc1cc(Cl)ccc1C	0.3	0	0.44	2	-5	12	-0.9	12	-2.0
65	CCCc1cc(=O)[nH]c(/N=C(/NC(=O)C(C)N2C(=O)c3ccccc3C2=O)Nc2ccccc2)n1 (stereo not drawn)	0.2	5	1.4	4	-2	3	-0.6	2	0.9
66	CCOc1cccc(/C(O)=C2/C(=O)C(=O)N(CCOC)C2c2ccncc2)c1 (stereo not drawn)	-1.0	6	-0.22	4	4	16	-1.3	-2	-2.7
